Source: PubChem BioAssay
Rab9 prom act: activators of Rab9 promoter; Huh7 Rab9 promoter-luciferase reporter, luminescence, 24 h; Potency, µM (doses to about 9.22 µM), inactives show top-dose activation, negative = inhibition, hits mostly activators; 320,000 tested, 2.8% active; also: potency is read from the fitted curve at half-maximal effect; % of control where 0% means no effect; nearly all actives have a fitted effect of over 60% in size
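Using Huh7 cells stably transfected with Rab9 promoter–luciferase, compounds were incubated 24 h at 37 °C, 5% CO2; luciferase luminescence was read 10 min after reagent addition.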
BRCA1 expr act: activators of BRCA1 expression. MCF7-BRCA1-FFLuc reporter, luminescence, 48 h; response scale: scaled: vehicle 0%, 10 µM genistein 100%. Potency, µM (highest dose often 46.1 µM), inactives show at the top dose activation, most hits filed as activators. 380,000 tested, 1.1% active. AID 624202; also: potency is read from the fitted curve at half-maximal effect; nearly all actives have a fitted effect of over 80% in size; some results filed as inactive show a strong effect at the top dose
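Luminescence from a BRCA1-driven firefly luciferase in MCF7 cells was read after 48 h compound exposure at 37 C. Data normalized against DMSO and a 10microM genistein activation control, then curve-fitted across the titration.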
Gal4-VP16 FLuc: inhibits Gal4-VP16 luciferase reporter, ROR gamma counter-screen | 310,000 tested, 3.5% active | Drosophila S2 Gal4-VP16 UAS-luciferase, luminescence, 20 h | Potency, µM (titrated, usually from 53.6 µM), without a hit: at the highest dose activity, negative = inhibition, hits mostly inhibitors | AID 2546;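 also: Gal4-VP16 expression switched on by copper sulfate through the metallothionein promoter; potency is read from the fitted curve at half-maximal effect; % is scaled to controls: 0 for no effect and ±100 for the full control effect; nearly all actives have a fitted effect of over 50% in size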
PKM2 activator: PKM2 (human) enzyme activation; P14618; Potency, µM (top dose mostly 57.5 µM), for the others: top-dose activation, actives largely listed as activators; AID 1631; 260,000 tested, 0.34% active; purified PKM2, Kinase-Glo ATP luminescence, activation; response scale: 0% is enzyme alone, no compound; also: potency is read from the fitted curve at half-maximal effect; % is scaled to controls: 0 for no effect and ±100 for the full control effect; nearly all actives have a fitted effect of over 55% in size
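hPK-M2, >95% pure; 0.1 mM ADP / 0.5 mM PEP final; imidazole pH7.2 buffer w/ 7 mM MgCl2, 50 mM KCl; 1 h RT; Kinase-Glo lum. Intermediate enzyme activity for dual inhibitor/activator qHTS.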
ELG1 genotoxic: inducers of genotoxicity in HEK293T ELG1-luciferase cells | HEK293T ELG1-luciferase reporter, luminescence, 16 h | Potency, µM (doses to about 46 µM), inactives show top-dose activity change, positive = activation, most hits filed as activators | 330,000 tested, 1.3% active | AID 504466; also: potency is read from the fitted curve at half-maximal effect; % of control where 0% means no effect; nearly all actives have a fitted effect of over 60% in size
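HEK293T cells expressing luciferase-tagged ELG1 were treated with compound or DMSO for 16 hr at 37°C. Luciferase activity was then read after 30 min with ONE-Glo at room temperature; rising signal flags genetic stress.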
RORgamma inh: blocks mouse ROR gamma transcriptional activity; Potency, µM (doses to about 53.6 µM), for the others: at the top dose activity change, negative = inhibition, most hits filed as inhibitors; P51450; Drosophila S2 Gal4-RORgamma UAS-luciferase reporter, 20 h; 310,000 tested, 5.4% active; also: potency is read from the fitted curve at half-maximal effect; % is scaled to controls: 0 for no effect and ±100 for the full control effect; nearly all actives have a fitted effect of over 60% in size
Target sequence (P51450 whole entry, looked up, the tested form may be a part): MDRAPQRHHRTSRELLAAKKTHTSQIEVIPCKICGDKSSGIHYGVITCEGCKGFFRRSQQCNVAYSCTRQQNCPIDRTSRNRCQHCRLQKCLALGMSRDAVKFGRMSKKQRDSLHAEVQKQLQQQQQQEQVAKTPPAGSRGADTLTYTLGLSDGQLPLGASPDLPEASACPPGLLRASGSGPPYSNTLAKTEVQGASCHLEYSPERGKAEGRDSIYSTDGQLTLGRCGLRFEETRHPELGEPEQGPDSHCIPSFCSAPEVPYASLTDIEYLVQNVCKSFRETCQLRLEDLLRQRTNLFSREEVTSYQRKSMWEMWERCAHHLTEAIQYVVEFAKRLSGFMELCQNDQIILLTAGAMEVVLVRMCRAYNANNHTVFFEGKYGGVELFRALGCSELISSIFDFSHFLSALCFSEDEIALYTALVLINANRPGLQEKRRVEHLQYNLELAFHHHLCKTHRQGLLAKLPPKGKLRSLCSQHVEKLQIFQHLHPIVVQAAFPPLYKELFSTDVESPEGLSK
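ROR gamma transcriptional activity was tracked as Gal4-UAS luciferase output in stably transfected Drosophila Schneider cells, with compound added 1 hr before 700 uM copper sulfate induction and a 20 hr ambient-temperature incubation.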
NPC1 prom act: activates the NPC1 promoter; Huh7 NPC1 promoter luciferase reporter, 24 h; Potency, µM (doses to about 9.22 µM), for the others: top-dose activation, actives largely listed as activators; 320,000 tested, 2.4% active;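 also: potency is read from the fitted curve at half-maximal effect; % of control where 0% means no effect; nearly all actives have a fitted effect of over 60% in size; reporter is driven by a mutant NPC1 promoter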
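Compounds in DMSO were transferred onto Huh7 NPC1-luciferase reporter cells pre-incubated 2 h; after 24 h at 37 °C, Amplite reagent was dispensed and luminescence recorded 10 min later.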
p53 reactivator: re-activators of mutant p53. H1299 p53-A138V BP100-luciferase reporter, luminescence, 24 h. Potency, µM (top dose mostly 92.2 µM), inactives show top-dose activity change, positive = activation, most hits filed as activators. 320,000 tested, 0.063% active; also: potency is read from the fitted curve at half-maximal effect; % of control where 0% means no effect; nearly all actives have a fitted effect of over 45% in size
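H1299 (p53-null), stable ts p53-A138V + BP100-Luc; 1000 cells/well, Opti-MEM/10% FBS; cpd 4 pt, 1:5; 24 h, 37 deg C, 5% CO2; detection reagent 10 min RT; luminescence.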
Giardia kill: kills Giardia lamblia; Giardia lamblia trophozoite viability; 340,000 tested, 0.15% active; AID 540267; activity change, % at 7.66 µM, hits read low; in the data active = activity change below about -80%; inconclusive = between about -30% and that limit;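 also: parasites exposed to compound for two days anaerobically before the ATP read; % is scaled to controls: 0 for no effect and ±100 for the full control effect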
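Luminescent ATP signal served as the viability read-out, measured 15-30 min after adding ATP detection reagent to trophozoites that had been incubated with compounds for 48 hrs at 37 deg C anaerobically at 100 cells/well.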
Menin MLL FP TR: displaces Texas Red mutant MLL peptide from human menin; O00255; Menin + Texas Red MLL mutant peptide, fluorescence polarization; Potency, µM (top dose mostly 61.6 µM), for inactives: at the highest dose FP activity change, negative = inhibition, most hits filed as inhibitors; 270,000 tested, 0.23% active; AID 1768; active = well fitted inhibition curve with a large enough effect in the polarisation, with a control signal flat, not every such curve was filed as active; inconclusive = small, poorly fitted or top-dose-only effect, or effect the other way, or a change in a side signal; inactive = no such curve, though single readings can be large or run the other way; the % refers to the polarisation; also: potency is read from the fitted curve at half-maximal effect; % of control where 0% means no effect; many of its hits are not listed in these tables
Target sequence (O00255 whole entry, looked up): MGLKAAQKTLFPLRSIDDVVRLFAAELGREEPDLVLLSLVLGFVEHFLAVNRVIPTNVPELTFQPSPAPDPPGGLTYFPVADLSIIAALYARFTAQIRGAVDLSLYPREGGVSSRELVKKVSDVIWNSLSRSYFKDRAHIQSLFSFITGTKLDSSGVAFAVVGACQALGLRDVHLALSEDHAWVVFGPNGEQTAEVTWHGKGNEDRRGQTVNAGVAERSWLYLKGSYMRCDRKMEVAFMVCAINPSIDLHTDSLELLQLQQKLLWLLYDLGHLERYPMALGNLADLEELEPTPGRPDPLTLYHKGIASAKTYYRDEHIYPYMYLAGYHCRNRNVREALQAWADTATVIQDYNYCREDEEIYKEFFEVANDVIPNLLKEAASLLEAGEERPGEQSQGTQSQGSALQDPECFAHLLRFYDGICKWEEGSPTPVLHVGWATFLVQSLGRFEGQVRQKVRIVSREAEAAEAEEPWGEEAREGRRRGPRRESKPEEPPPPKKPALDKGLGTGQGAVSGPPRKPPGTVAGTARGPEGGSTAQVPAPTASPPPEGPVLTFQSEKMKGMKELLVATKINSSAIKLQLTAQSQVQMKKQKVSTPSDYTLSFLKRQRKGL
FLuc counter: firefly luciferase modulation, counter-screen for miR-21 project; P08659; Potency, µM (series often up to 57.5 µM), for the others: top-dose activity change, negative = inhibition, hits mostly inhibitors; 360,000 tested, 6.9% active; purified FLuc, Km substrates, luminescence inhibition;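 also: potency is read from the fitted curve at half-maximal effect; plate controls were vehicle for no effect and reference inhibitor for full effect; nearly all actives have a fitted effect of over 55% in size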
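Purified P. pyralis luciferase (10nM final) with 10uM D-luciferin and 10uM ATP (Km levels) in 50mM Tris acetate pH 7.5, 10mM Mg acetate, 0.01% Tween-20, 0.05% BSA; qHTS 6-point titration, ~60 µM downward; luminescence read.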
* marks the source's active call; other numbers are inactive results; ? = inconclusive; / = not tested or not shown; [ ] = another dose, or the depositor's remark. Unless noted, calls follow the shape of the dose curve; as a rule, active = well fitted curve in the direction sought with a large enough effect; inconclusive = small, poorly fitted or top-dose-only effect, or another doubt; inactive = no such curve, though single readings can be large; an effect the other way counts as inactive or inconclusive.

[1] CCOC(=O)C1CCN(c2c(NCCCN(C)C3CCCCC3)c(=O)c2=O)CC1
[2] CCCCn1c(N)c(N(CCC(C)C)C(=O)CCN2C(=O)C3CC=CCC3C2=O)c(=O)[nH]c1=O (stereo not drawn)
[3] Cc1nnc(NC(=O)c2cccc(NC(=O)C(C)C)c2)s1
[4] CN(C)c1cccc(NC(=O)c2ccco2)c1
[5] COc1cccc(-c2noc(N)c2C#N)c1
[6] CCCCCC1(C(=O)OCC)CC(CSC(=N)N)OC1=O (stereo not drawn)
[7] COc1ccc(C(=O)N/C(=C/c2cccs2)C(=O)NC(C)(C)C)cc1OC
[8] O=C(NCc1ccc(F)cc1)C(=O)NCC1OCCN1C(=O)c1ccc(Cl)cc1 (stereo not drawn)

assay / entry,1,2,3,4,5,6,7,8
Rab9 prom act,-1%,-3%,5%,6%,1%,-3%,-11%,-8%
BRCA1 expr act,2%,4%,11%,9%,-1%,-21%,0%,-29%
Gal4-VP16 FLuc,25%,/,-1%,-1%,1%,6%,-4%,-4%
PKM2 activator,-6%,/,2%,-1%,2%,-6%,5%,-1%
ELG1 genotoxic,-1%,0%,4%,6%,-5%,-8%,0%,3%
RORgamma inh,-15%,/,-2%,11%,0%,0%,4%,?
NPC1 prom act,1%,-3%,4%,19%,12%,-1%,-6%,-3%
p53 reactivator,7%,2%,2%,5%,16%,14%,-1%,-7%
Giardia kill,-22,-6,5,-7,8,?,3,-19
Menin MLL FP TR,0%,/,?,10%,-9%,-7%,2%,0%
FLuc counter,-1%,2%,-16%,-17%,-19%,2%,-2%,2%

[9] Cc1noc(NS(=O)(=O)c2ccc(NC(=O)Nc3ccc(Cl)c(Cl)c3)cc2)c1C
[10] COc1cc(O)c(C(C)=O)c(CC(=O)O)c1
[11] CCOc1ccc(C(O)c2nccn2C)cc1 (stereo not drawn)
[12] COc1ccccc1NC(=O)c1c(N=Cc2cccc([N+](=O)[O-])c2)cnn1C
[13] CCCn1c(=O)c2sccc2n2c(CCCC(=O)NCc3cccnc3)nnc12
[14] O=C(O)c1ccc(COc2ccccc2/C=C2\NC(=O)N(Cc3ccccc3F)C2=O)cc1
[15] O=C(COC(=O)CNC(=O)C12CC3CC(CC(C3)C1)C2)NC1CCS(=O)(=O)C1 (stereo not drawn)
[16] Cc1ccc(NC(=S)N2CCN(C3CCCCC3)CC2)cc1

assay / entry,9,10,11,12,13,14,15,16
Rab9 prom act,-4%,-2%,5%,2%,1%,-2%,-3%,-1%
BRCA1 expr act,-2%,-7%,26%,-6%,3%,-29%,-8%,-5%
Gal4-VP16 FLuc,-12%,0%,-2%,-5%,10%,-9%,7%,-5%
PKM2 activator,-5%,10%,3%,2%,/,2%,0%,-2%
ELG1 genotoxic,0%,2%,3%,6%,1%,-9%,0%,3%
RORgamma inh,-13%,-10%,-20%,-6%,17%,3%,-2%,-30%
NPC1 prom act,1%,-3%,-5%,-3%,-1%,-3%,-1%,-1%
p53 reactivator,-6%,-3%,1%,-1%,-1%,-6%,4%,-8%
Giardia kill,15,-23,22,8,35[activator],-13,-2,-16
Menin MLL FP TR,?,/,18%,/,/,78%[activator],8%,-8%
FLuc counter,-8%,-1%,7%,-3%,1%,-19%,6%,0%

Random excerpt: two compounds from above.
[14] O=C(O)c1ccc(COc2ccccc2/C=C2\NC(=O)N(Cc3ccccc3F)C2=O)cc1
[12] COc1ccccc1NC(=O)c1c(N=Cc2cccc([N+](=O)[O-])c2)cnn1C

assay / entry,14,12
Rab9 prom act,-2%,2%
BRCA1 expr act,-29%,-6%
Gal4-VP16 FLuc,-9%,-5%
PKM2 activator,2%,2%
ELG1 genotoxic,-9%,6%
RORgamma inh,3%,-6%
NPC1 prom act,-3%,-3%
p53 reactivator,-6%,-1%
Giardia kill,-13,8
Menin MLL FP TR,78%[activator],/
FLuc counter,-19%,-3%

The results go on.
[17] NC(=O)C1CCN(CCC(=O)Nc2ccc3c(c2)CCC3)CC1
[18] Cc1csc(NC(=O)c2cnccn2)n1
[19] CCOc1ccc(NC(=O)NCc2ccccn2)cc1
[20] COc1ccc(CC(=O)NC(C)c2nnc(SCC(=O)c3ccc(Br)cc3)n2C)cc1 (stereo not drawn)
[21] CN(C)C(=O)c1ccc(Nc2nc(-c3cccs3)nc3ccccc23)cc1
[22] CCN(CC)CCOC(=O)c1ccc(NC(=O)CNC(=O)C2CCCCC2)cc1
[23] CCCC(=O)NC(c1ccccc1Cl)c1c(O)ccc2ccccc12 (stereo not drawn)
[24] O=C(OCc1ccc([N+](=O)[O-])cc1)C1CC(=O)N(CCc2ccccc2)C1 (stereo not drawn)

assay / entry,17,18,19,20,21,22,23,24
Rab9 prom act,-2%,?,8%,3%,20%,0%,-3%,-4%
BRCA1 expr act,0%,?,16%,-22%,-10%,-8%,-44%,-3%
Gal4-VP16 FLuc,-8%,-3%,-2%,?,-7%,-3%,-9%,/
PKM2 activator,0%,-8%,4%,7%,/,-6%,3%,/
ELG1 genotoxic,2%,?,9%,4%,-10%,-1%,-7%,1%
RORgamma inh,-15%,0%,-3%,?,9%,-7%,6%[10 µM],/
NPC1 prom act,-5%,?,10%,2%,2%,-1%,-4%,1%
p53 reactivator,-8%,?,?,4%,-1%,-5%,0%,0%
Giardia kill,3,4,10,2,9,-2,-5,15
Menin MLL FP TR,0%,6%,-15%,3%,?,-2%,-29%,/
FLuc counter,0%,?,-8%,7%,?,-3%,-3%,0%

[25] CC(Oc1cccc(Cl)c1)C(=O)Nc1ccc(S(=O)(=O)N(C)C2CCN(C)CC2)cc1 (stereo not drawn)
[26] COc1ccccc1NC(=O)COC(=O)c1c[nH]c2ccccc12
[27] N#Cc1c(SCC(=O)O)nc(-c2ccccc2)c2c1CCCC2
[28] COc1cccc(C2/C(=C(/O)c3cnn(-c4ccccc4)c3C)C(=O)C(=O)N2CCN(C)C)c1OC (stereo not drawn)
[29] Cc1ccccc1CN(CC(=O)Nc1cccc([N+](=O)[O-])c1)S(=O)(=O)c1ccc(Cl)cc1
[30] CCC(=O)CCC(=O)c1ccc2ccccc2c1
[31] CNC(=O)CSc1nc2sccc2c(=O)n1-c1ccccc1
[32] CSCC[C@H](NC(=O)Nc1ccc(Oc2ccccc2)cc1)C(=O)O

assay / entry,25,26,27,28,29,30,31,32
Rab9 prom act,-5%,0%,-6%,1%,-8%,?,2%,0%
BRCA1 expr act,-40%,-56%,-21%,-10%,-70%,7.1µM*,-4%,-1%
Gal4-VP16 FLuc,/,/,-2%,-5%,?,4%,-8%,1%
PKM2 activator,/,/,-22%,-1%,-5%,7%,-13%,2%
ELG1 genotoxic,0%,-2%,2%,-4%,-12%,?,10%,0%
RORgamma inh,/,/,-6%,5%,?,-42%,10%,-4%
NPC1 prom act,-6%,7%,-4%,-4%,-2%,?,-3%,1%
p53 reactivator,6%,-7%,-10%,-20%,28%,?,-6%,-5%
Giardia kill,-4,-24,-8,-12,-16,66[activator],2,17
Menin MLL FP TR,/,/,22%,-12%,27%,-2%,0%,/
FLuc counter,6%,/,12%,2%,-1%,15µM*,2%,-9%

[33] O=C(NCC1(N2CCOCC2)CCCCC1)c1cccc(S(=O)(=O)Nc2ccc(F)cc2)c1
[34] CCCCNC(=S)N1CCn2cccc2C1c1ccc(F)cc1 (stereo not drawn)
[35] COc1ccc(-c2nc(-c3ccncc3)no2)cc1OC
[36] CCOC(=O)C1(C)Oc2cccnc2NC1=O (stereo not drawn)
[37] O=C(COC(=O)CCc1ccc(S(=O)(=O)N2CCOCC2)cc1)NCc1ccccc1Cl
[38] COc1ccc(NC(=O)Cn2nnc(C(=O)Nc3ccc(F)c(Cl)c3)c2N)cc1

assay / entry,33,34,35,36,37,38
Rab9 prom act,0%,-1%,26%,-1%,0%,-2%
BRCA1 expr act,-15%,-15%,9%[1.84 µM],12%,-15%,7%
Gal4-VP16 FLuc,/,8%,-4%,-4%,-8%,-11%
PKM2 activator,/,-1%,-13%,0%,3%,/
ELG1 genotoxic,-2%,-6%,16µM*,1%,1%,-1%[9.26 µM]
RORgamma inh,/,-106%,32%,-1%,2%,6%
NPC1 prom act,-1%,-2%,?,0%,-2%,-4%
p53 reactivator,-4%,0%,?,1%,2%,-8%
Giardia kill,-13,-9,-9,8,-2,56[activator]
Menin MLL FP TR,/,46%[activator],-2%,4%,-3%,?
FLuc counter,/,1%,9.5µM*,1%,7%,-1%

An excerpt (hit frequency here may not be typical).
